Screening data as filed in PubChem.
hERG rescue = hERG rescue from dofetilide block, primary screen, cell-based, CHO-hERG, FluxOR thallium flux, dofetilide IC70; Voltage-gated inwardly rectifying potassium channel KCNH2 (Homo sapiens), Q12809; activation (rescue from dofetilide block), less the hit threshold, % at 10 µM; hit rate 0.51% among 310,000; dofetilide IC70 present;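 active = activation above the mean of controls blocked by dofetilide plus 5 SD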;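 also: thallium influx through hERG after potassium depolarization seen as dye fluorescence rise; in these data hits start at about 4.7%; inactives centre near -7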
KCNQ1 inh = inhibitors of human KCNQ1 channel, primary screen, cell-based, thallium flux, high-throughput. Potassium voltage-gated channel subfamily KQT member 1 (Homo sapiens), P51787. CHO-K1 KCNQ1, FluxOR thallium flux fluorescence; active compounds read high. B-score at 10 µM. hit rate 1.3% among 310,000;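 active = compounds whose thallium flux B-score, printed positive for inhibition, exceeds three library SD while starting fluorescence stays within three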;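 also: channel opened by potassium depolarization with thallium stimulus after 20 min compound exposure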
Target sequence (P51787 whole entry, looked up): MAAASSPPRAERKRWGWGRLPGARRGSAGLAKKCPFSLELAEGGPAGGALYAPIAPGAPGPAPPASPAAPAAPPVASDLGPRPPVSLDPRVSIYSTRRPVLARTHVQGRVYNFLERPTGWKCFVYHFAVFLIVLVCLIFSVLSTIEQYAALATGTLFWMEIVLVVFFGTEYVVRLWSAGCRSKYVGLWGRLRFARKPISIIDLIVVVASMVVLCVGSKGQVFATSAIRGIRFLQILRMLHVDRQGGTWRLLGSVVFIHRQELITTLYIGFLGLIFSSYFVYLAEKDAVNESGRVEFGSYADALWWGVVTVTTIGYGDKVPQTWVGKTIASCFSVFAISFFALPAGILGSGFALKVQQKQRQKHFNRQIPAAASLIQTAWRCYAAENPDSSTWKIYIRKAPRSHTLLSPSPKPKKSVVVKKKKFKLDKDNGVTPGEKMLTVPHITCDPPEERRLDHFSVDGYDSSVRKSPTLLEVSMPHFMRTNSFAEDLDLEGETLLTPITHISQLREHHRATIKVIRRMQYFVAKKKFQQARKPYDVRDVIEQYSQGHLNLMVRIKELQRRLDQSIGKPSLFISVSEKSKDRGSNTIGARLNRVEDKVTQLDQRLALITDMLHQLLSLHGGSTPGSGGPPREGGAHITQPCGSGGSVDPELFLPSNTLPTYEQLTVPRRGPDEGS
ANO1 block = TMEM16A chloride channel inhibitors, primary screen, cell-based, HTS. Anoctamin-1 (Mus musculus), Q8BHY3. HEK293 TMEM16A/YFP iodide influx fluorescence, ionomycin. normalized B-score (activity score, 25-100; higher = stronger inhibition) at 10 µM. hit rate 1.2% among 310,000;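 active = ratio plate-corrected score three or more library SD toward inhibition, starting fluorescence score within five deviations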;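 also: score derived from kinetic fluorescence span divided by baseline fluorescence per well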
KCNK3 inh = human KCNK3 channel inhibitors, primary screen, CHO cells, FluxOR thallium flux, B-score. FluxOR fluorescence; active compounds read low. AID 602410, 2012. hit rate 0.84% among 340,000. B-score at 10 µM;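 active = B-score under library mean minus 4 SD, starting fluorescence ratio at most library mean plus 5 SD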;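 also: more negative B-score means stronger inhibition of thallium flux through KCNK3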
MrgX1 agonist = agonists of human MrgX1 receptor, primary screen, HEK293 cells, Fluo-4 calcium flux; B-score at 10 µM; AID 588627, 2011; Mas-related G-protein coupled receptor member X1 (Homo sapiens), Q96LB2; hit rate 0.44% among 310,000; Fluo-4 calcium fluorescence, agonist mode; active compounds read high;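 active = calcium response B-score plate-corrected fluorescence ratio at least 3 library SD, with starting fluorescence B-score inside 5 SD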
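Test system: Stable human MrgX1 HEK293 cell line | Schedule: Overnight plating before 1 h dye loading | Read-out basis: Baseline-normalised fluorescence change ratio, B-scored | Detection: Kinetic calcium dye fluorescence, Fluo-4 NW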
ANO1 activ = TMEM16A chloride channel activators or potentiators, primary screen, cell-based, HTS; Anoctamin-1 (Mus musculus), Q8BHY3; HEK293 TMEM16A/YFP-H148Q/I152L, iodide quench fluorescence; active compounds read low; B-score at 10 µM; hit rate 0.3% among 340,000; AID 623877, 2012;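 active = fluorescence-ratio B-score plate-corrected deviation score at least 3 library SD below zero, with starting fluorescence score within 5 deviations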;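 also: channel opened by trigger with iodide after compound preincubation; score built on the fluorescence ratio of max minus min over baseline; more negative score means more quench and so TMEM16A activation or potentiation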
MrgX1 PAM = positive allosteric modulators of MrgX1, primary screen, HEK293 cells, Fluo-4 calcium flux. Mas-related G-protein coupled receptor member X1 (Homo sapiens), Q96LB2. FDSS; active compounds read high. B-score at 10 µM. hit rate 0.63% among 310,000;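 active = plate-corrected calcium response at least 3 library SD above typical, normal starting fluorescence, not activating the receptor alone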;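 also: compound read alongside a low EC10 to EC30 dose of BAM8-22 agonist; peak minus trough fluorescence over baseline measured at the second addition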
KCNK9 block = KCNK9 potassium channel inhibitors, primary screen, HEK293 cells, thallium flux | FluxOR thallium flux fluorescence; active compounds read low | B-score at 10 µM | hit rate 1.2% among 310,000 | AID 488922, 2010;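 active = ratio B-score over 3 SD below the library mean, with starting fluorescence within 5 SD of its mean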;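 also: negative B-score means less thallium flux so channel inhibition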
Target sequence (Q9NPC2 whole entry, looked up): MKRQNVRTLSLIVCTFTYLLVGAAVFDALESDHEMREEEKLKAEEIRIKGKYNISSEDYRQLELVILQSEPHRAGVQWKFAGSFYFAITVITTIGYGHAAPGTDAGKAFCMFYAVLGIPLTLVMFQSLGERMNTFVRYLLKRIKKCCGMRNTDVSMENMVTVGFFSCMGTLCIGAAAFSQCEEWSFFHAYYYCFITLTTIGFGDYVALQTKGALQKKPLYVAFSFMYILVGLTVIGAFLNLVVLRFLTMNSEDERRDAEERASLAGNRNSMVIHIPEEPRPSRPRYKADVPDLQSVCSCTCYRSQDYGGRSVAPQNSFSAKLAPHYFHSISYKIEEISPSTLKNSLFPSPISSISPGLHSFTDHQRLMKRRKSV
RGS4 act = RGS4 potentiators or activators, primary screen, cell-based, HEK293 M3R inducible RGS4, calcium flux; carbachol calcium flux Fluo4; active compounds read low; B-score at 10 µM; hit rate 0.92% among 310,000;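 active = B-score of the integrated calcium signal more than 4 SD below the library mean, with starting fluorescence not abnormally high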;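 also: negative B-score means reduced calcium response which marks RGS4 activation or potentiation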
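Detection: kinetic calcium fluorescence imaging with Fluo4-AM dye, 2 µM / Material: HEK293 cells with stable M3R and inducible RGS4 / Schedule: recording 10 s baseline at 1 Hz, 100 s post-agonist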
RGS4 block = RGS4 inhibitors, primary screen, cell-based, HEK293 M3R inducible RGS4, calcium flux; B-score at 10 µM; Fluo-4 calcium flux; active compounds read high; triggered by carbachol at its EC20; Regulator of G-protein signaling 4 (Homo sapiens), P49798; hit rate 0.45% among 310,000;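 active = B-score, a plate-corrected calcium signal, over three deviations above library mean, with baseline fluorescence within five deviations of library mean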;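 also: RGS4 expression induced by doxycycline in cells with stable M3 receptor; B-score is computed from the integrated fluorescence ratio over baseline after carbachol; higher B-score means a larger calcium signal and so more RGS4 inhibition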
KCNQ1 pot = potentiators or activators of KCNQ1 channel, primary screen, cell-based, thallium flux, high-throughput | Potassium voltage-gated channel subfamily KQT member 1 (Homo sapiens), P51787 | AID 2648, 2010 | hit rate 0.35% among 310,000 | CHO-K1 KCNQ1, thallium flux FluxOR fluorescence; active compounds read high | B-score at 10 µM;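 active = fluorescence ratio B-score, a plate-corrected score, at least three library SD, with initial intensity B-score within 5 SD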
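assay system = KCNQ1-transfected CHO-K1 cells | medium = assay buffer with matched DMSO | probe or stimulus = depolarizing K+/Tl+ stimulus, K2SO4 and Tl2SO4 each 12.5 mM in 5x stock | dosing = single dose | incubation = dye 90 min, compound 20 min, room temperature | detection = kinetic FluxOR fluorescence, 10 s baseline plus 110 s post-stimulus | evaluation = ratio B score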
* marks the source's active call; other numbers are inactive results; i = inactive; . = not tested or not shown.

SMILES | hERG rescue | KCNQ1 inh | ANO1 block | KCNK3 inh | MrgX1 agonist | ANO1 activ | MrgX1 PAM | KCNK9 block | RGS4 act | RGS4 block | KCNQ1 pot
CCOCC(O)CS(=O)(=O)c1ccccn1 (centres undefined) | -6 | i | i | i | i | i | i | i | i | i | i
O=C(c1ccco1)N1CCn2c1nc1ccccc12 | -2 | i | i | i | i | i | i | i | i | i | i
O=C(O)/C(=C\c1cn(-c2ccccc2)nc1-c1ccc(Cl)cc1)NC(=O)c1ccccc1 | -13 | i | i | i | i | i | i | i | i | i | i
O=C(c1ccc(CN2CCOCC2)cc1)N1CCN(c2ccccc2)CC1 | -8 | i | i | i | i | i | i | i | i | i | i
Cc1ccc(S(=O)(=O)c2nc(S(=O)(=O)c3ccc(C)cc3)c(NCc3ccco3)s2)cc1 | -14 | i | i | i | i | i | i | i | i | i | i
Cc1cc(C)nc(NC(=O)NS(=O)(=O)N2CCCCCC2)n1 | -14 | i | i | i | i | i | i | i | i | i | i
Cc1ccc(S(=O)(=O)N(C)C)cc1NC(=O)COC(=O)c1c(C)noc1C | -7 | i | i | i | i | i | i | i | i | i | i
CC(=O)Cc1nsc(NC(=O)c2csc3c2CCCC3)n1 | 0 | i | i | i | i | i | i | i | i | i | i
C=CCOc1c(Br)cc(CNCCCN2CCOCC2)cc1OC | -3 | i | i | i | i | i | i | i | i | i | i
O=c1nc(Nc2cccc(Cl)c2)oc2cc(Cl)oc(=O)c12 | -8 | i | i | i | i | i | i | i | i | i | i
Cn1cccc1C(=O)NC1CCCCC1 | -7 | i | i | i | i | i | i | i | i | i | i
CO/N=C/CC(=O)Nc1ccc(F)cc1F | 1 | i | i | i | i | i | i | i | i | i | i
CC1CC(=O)NN1C(=O)c1ccccc1 (centres undefined) | -1 | i | i | i | i | i | i | i | i | i | i
CCc1nnc(NC(=O)Cc2ccc(OC)cc2)s1 | -3 | i | i | i | i | i | i | i | i | i | i
Cc1[nH]c2ccccc2c1CCN(Cc1cccs1)C(=S)NC(C)(C)C | -10 | i | i | i | i | i | i | i | i | i | i
COc1ccc(Br)cc1CNC(=O)C1CCCN(c2nc3ccccc3o2)C1 (centres undefined) | -11 | i | i | i | i | i | i | i | i | i | i
O=C(COC(=O)/C=C/c1nc2ccccc2s1)Nc1cccc2ccccc12 | -4 | i | i | i | i | i | i | i | i | i | i
Cc1cccc(-n2c(SCC(=O)O)nc3sc4c(c3c2=O)CCCC4)c1 | -6 | i | i | i | i | i | i | i | i | i | i
CCCCC(C(=O)NC(C)(C)C)N(Cc1ccco1)C(=O)c1snc(C(N)=O)c1N (centres undefined) | -12 | i | i | i | i | i | i | i | i | i | i
CC(C)NC(=S)N(CCc1ccncc1)C(C)C | -17 | i | i | i | i | i | i | i | i | i | i
CCOc1ccc2oc(C(=O)OCC(=O)NC(=O)NC3CCCC3)c(C)c2c1 | -6 | i | i | i | i | i | i | i | i | i | i
O=C(O)COc1ccccc1O | -17 | i | i | i | i | i | i | i | i | i | i
COC(=O)c1ccc(COC(=O)c2[nH]c(C)c(C(C)=O)c2C)o1 | -12 | i | 100* | i | i | i | i | i | i | i | i
CCOCC(=O)Nc1cc(C(=O)Nc2cc(C)cc(C)c2)ccc1Cl | -10 | i | i | . | i | . | i | i | i | i | i
CCCCC1C2=C(CC(C)(C)CC2=O)OC2=C1C(=O)CC(C)(C)C2 | -10 | i | i | i | i | i | i | i | i | i | i
SMILES | hERG rescue | KCNQ1 inh | ANO1 block | KCNK3 inh | MrgX1 agonist | ANO1 activ | MrgX1 PAM | KCNK9 block | RGS4 act | RGS4 block | KCNQ1 pot
CCOC(=O)c1c(NC(=O)c2c(Br)cnn2C)c(C#N)nn1-c1ccccc1 | -5 | i | i | i | i | i | i | i | i | i | i
COc1cc2ccccc2cc1C(=O)NC(=S)Nc1ccc(C(=O)O)cc1 | -26 | i | i | i | i | i | i | i | i | i | i
CCCOc1cc(CC(=O)NCc2ccco2)ccc1OC | -14 | i | i | i | i | i | i | i | i | i | i
COc1ccccc1N(CCC#N)C(=O)CSc1nc(-c2ccccc2)cn1N | -8 | i | i | i | i | i | i | i | i | i | i
C=CCNc1nc(Cl)nc(Nc2ccc([N+](=O)[O-])cc2)n1 | -2 | i | i | i | i | i | i | i | i | i | i
Cc1ccccc1OCC(O)CNC1CCC(NCC(O)COc2ccccc2C)CC1 (centres undefined) | -2 | i | i | i | i | i | i | i | i | i | i
CN(CCC1CCOCC1)C(=O)CC1C(=O)NCCN1Cc1c(F)cccc1Cl (centres undefined) | -12 | i | i | i | i | i | i | i | i | i | i
CC(C)Nc1nc(NC(C)C)nc(Oc2ccc(=O)n(C)n2)n1 | -6 | i | i | i | i | i | i | i | i | i | i
CCOc1ccccc1NC(=O)Nc1ccsc1C(=O)OC | -18 | i | i | i | i | i | i | i | i | i | i
CCCc1cc(=O)oc2cc(C)cc(OCC(=O)N3CCC(C(N)=O)CC3)c12 | -1 | i | i | i | i | i | i | i | i | i | i
CN(CC(=O)NCc1ccc(F)cc1)S(=O)(=O)c1ccc2c(c1)c(=O)n(C)c(=O)n2C | -10 | i | i | i | i | i | i | i | i | i | i
O=C(Nc1nncs1)c1cc(-c2ccncc2)nc2ccc(Cl)cc12 | -5 | i | i | i | i | i | i | i | i | i | i
CCOC(=O)N1CCN(Cc2nc3cc(NC(C)=O)ccc3n2C)CC1 | -5 | i | i | i | i | i | i | i | i | i | i
CCn1c(SCCC#N)nnc1-c1ccncc1 | -8 | i | i | i | i | i | i | i | i | i | i
COc1cccc(OCCCCN2CCCCC2)c1 | -10 | i | i | i | i | i | i | i | i | i | i
Cc1ccc2sc(NNC(=O)C3=COCCO3)nc2c1C | 2 | i | i | i | i | i | i | i | i | i | i
Cc1cccc(C)c1NC(=O)CNC(=O)C1CC(=O)N(Cc2ccccc2)C1 (centres undefined) | -1 | i | i | i | i | i | i | i | i | i | i
CCOC(=O)c1nnc(-c2ccccc2)nc1Oc1ccccc1Cl | -9 | i | i | i | i | i | i | i | i | i | i
Cc1ccc(OCCCCn2c(CO)nc3ccccc32)cc1 | -6 | i | i | i | i | i | i | i | i | i | i
CCOC(=O)C(=O)Nc1nc(-c2ccccc2)c(CC)s1 | -8 | i | i | i | i | i | i | i | i | i | i
O=C(Nc1cccc(Cl)c1)Nc1nc(-c2ccccc2)cs1 | -6 | i | i | i | i | i | i | i | i | i | i
Cc1ccccc1-n1nc(-c2cccnc2)cc1C(=O)N/N=C/c1ccncc1 | -16 | i | i | i | i | i | i | i | i | i | i
Cc1ccc(Cn2c(CN3CCOCC3)nc3c2c(=O)[nH]c(=O)n3C)cc1 | -7 | i | i | i | i | i | i | i | i | i | i
Cc1ccc(C(=O)NCC2CCCN2S(=O)(=O)c2cccs2)cc1C (centres undefined) | -18 | i | i | i | i | i | i | i | i | i | i
CCOC(=O)CSc1nnc(NC(=O)CN2CCN(C=O)CC2)s1 | -1 | i | i | i | i | i | i | i | i | i | i
SMILES | hERG rescue | KCNQ1 inh | ANO1 block | KCNK3 inh | MrgX1 agonist | ANO1 activ | MrgX1 PAM | KCNK9 block | RGS4 act | RGS4 block | KCNQ1 pot
CCOC(=O)c1cnc(Nc2nc3ccccc3o2)nc1C | -8 | i | i | i | i | i | i | i | i | i | i
COc1ccc(CNC(=O)C2CC(c3ccccc3[N+](=O)[O-])=NO2)cc1 (centres undefined) | -8 | i | i | i | i | i | i | i | i | i | i
O=C(CSc1ccccc1)NN1C(=O)c2ccccc2C1=O | -8 | i | i | i | i | i | i | i | i | i | i
COc1ccc(NC(=O)C2CCCN(S(=O)(=O)c3ccc4[nH]c(=O)ccc4c3)C2)cc1OC (centres undefined) | -4 | i | i | i | i | i | i | i | i | i | i
COc1ccc(-c2nc(CS(=O)CC(=O)NCC3CCCO3)c(C)o2)cc1 (centres undefined) | -13 | i | i | i | i | i | i | i | i | i | i
COc1cc(/C=N/NC(=O)C2=NNC(=O)C2C)ccc1O (centres undefined) | -7 | i | i | i | i | i | i | i | i | i | i
O=C(NCCCNC(=O)c1c(F)cccc1F)c1c(F)cccc1F | -3 | i | i | i | i | i | i | i | i | i | i
O=C(Nc1cccc(F)c1)c1cc(S(=O)(=O)N2CCC(C(=O)O)CC2)ccc1F | -11 | i | i | i | i | i | i | i | i | i | i
COC(=O)/C(=C/c1ccco1)NC(=O)c1ccccc1 | -4 | i | i | i | i | i | i | i | i | i | i
Cc1ccc(OCc2cc(C(=O)NCCn3cccn3)no2)cc1C | -8 | i | i | i | i | i | i | i | i | i | i
O=C(Nc1ccccc1C(=O)NC(Cc1ccccc1)C(=O)NC1CCCCC1)c1ccccc1 (centres undefined) | -4 | i | i | i | i | i | i | i | i | i | i
COc1cccc(NC(=O)Cc2nc(-c3ccccc3)sc2-c2ccc(C)cc2)c1 | -11 | i | i | i | i | i | i | i | i | i | i
Nc1nc(SCC(=O)OCc2ccccc2)[nH]c(=O)c1NC(=O)c1ccco1 | -8 | i | i | i | i | i | i | i | i | i | i

Limited to KCNK9 block (3 entries from above):
| smiles | KCNK9 block |
| --- | --- |
| COc1ccc(CNC(=O)C2CC(c3ccccc3[N+](=O)[O-])=NO2)cc1 (centres undefined) | i |
| O=C(CSc1ccccc1)NN1C(=O)c2ccccc2C1=O | i |
| COc1ccc(NC(=O)C2CCCN(S(=O)(=O)c3ccc4[nH]c(=O)ccc4c3)C2)cc1OC (centres undefined) | i |
